KCC2 mod = KCC2 (human) Cl- transport modulation; Q9H2X9; KCC2 cells, thallium flux FluoZin-2 fluorescence; B-score of Tl+ flux slope (higher = more flux/activation; lower = inhibition) at 10 µM; 190,000 tested, 2.2% active; AID 1456;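 active = thallium flux slope and its plate-corrected score both differing from the plate sample mean at a set confidence after two filtering rounds, in either direction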;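 also: slope of fluorescence scaled to starting intensity during 10 to 20 s after thallium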
14-3-3 Bad inh = disrupts binding of bovine 14-3-3 zeta to phospho-Bad peptide | P63103 | TR-FRET 14-3-3zeta/Dy647-pBad peptide displacement, 1 h | inhibition, % at 21.7 µM | 220,000 tested, 0.71% active;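 active = inhibition above about 70%, limit read from the data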;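 also: 0% = full 14-3-3 plus peptide FRET controls and 100% = background without 14-3-3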
thrombin 1536 = thrombin (human) inhibition. P00734. AID 1046. alpha-thrombin, Boc-VPR-AMC fluorogenic substrate cleavage. 220,000 tested, 0.26% active. inhibition, % at 5 µM;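 active = inhibition at or above 40%; inactive = inhibition below 40%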;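 also: 0% = enzyme with no compound and 100% = wells without enzyme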
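Test system: human alpha-thrombin protein / Dosing: one concentration per compound, 5 µM, with 0.2% DMSO / Medium: pH 7.5 Tris-saline with Tween 20 / Benchmarks: no-compound enzyme wells and no-enzyme blanks / Read-out basis: percent inhibition of thrombin substrate cleavage / Timing: reaction at room temperature / Measured by: fluorescence, ex 355 nm, em 460 nm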
hK5 inh = kallikrein 5 (human) inhibition | Q9Y337 | recombinant hK5, fluorogenic AMC substrate cleavage | inhibition, % at 5 µM | 210,000 tested, 0.59% active | AID 873;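 active = inhibition of 40% or more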;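 also: 0% = enzyme controls without compound and 100% = no-enzyme blanks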
Rad51 HR inh = Rad51 (human) homologous recombination inhibition; 200,000 tested, 0.085% active; inhibition, % at 10 µM; hRad51 DNA strand exchange, fluorescence dequenching;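 active = inhibition above 40% at the single screening dose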;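 also: 0% = DMSO control wells and 100% = blanks with heterologous ssDNA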
Target sequence (Q06609 whole entry, looked up): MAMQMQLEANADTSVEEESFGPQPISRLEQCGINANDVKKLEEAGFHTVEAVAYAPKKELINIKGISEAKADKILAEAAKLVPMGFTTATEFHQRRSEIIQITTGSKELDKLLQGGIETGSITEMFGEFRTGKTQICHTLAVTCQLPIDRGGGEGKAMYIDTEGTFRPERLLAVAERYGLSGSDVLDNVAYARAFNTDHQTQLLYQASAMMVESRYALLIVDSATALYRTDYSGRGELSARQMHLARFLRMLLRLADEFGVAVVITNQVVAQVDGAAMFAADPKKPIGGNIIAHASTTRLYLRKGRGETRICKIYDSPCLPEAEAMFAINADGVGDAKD
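Assay system: Human Rad51 nucleoprotein filaments preassembled on unlabelled ssDNA | Reagent: Donor/quencher-labelled 47-bp dsDNA substrate | Doses: One concentration, 10 µM final | Times: 37 °C 15-min filament assembly, 30-min compound preincubation, 15-min exchange | Technique: Fluorescein emission 520 nm, excitation 485 nm | Benchmarks: Plate control and blank wells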
Furin inhibitor = inhibitors of human furin | 220,000 tested, 0.061% active | P09958 | inhibition, % at 30 µM | purified furin, fluorogenic substrate cleavage; in the data active = inhibition above about 25%; also: inactives centre near -15
NCF1 inh = blocks human p47phox regulatory protein of NADPH oxidases. P14598. p47phox/p22phox peptide binding, fluorescence polarization, 2 h. inhibition, % at 24.7 µM. 220,000 tested, 0.53% active. AID 1274;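 also: 0% = p47phox with labelled peptide and 100% = labelled peptide alone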
Target sequence (P14598 whole entry, looked up): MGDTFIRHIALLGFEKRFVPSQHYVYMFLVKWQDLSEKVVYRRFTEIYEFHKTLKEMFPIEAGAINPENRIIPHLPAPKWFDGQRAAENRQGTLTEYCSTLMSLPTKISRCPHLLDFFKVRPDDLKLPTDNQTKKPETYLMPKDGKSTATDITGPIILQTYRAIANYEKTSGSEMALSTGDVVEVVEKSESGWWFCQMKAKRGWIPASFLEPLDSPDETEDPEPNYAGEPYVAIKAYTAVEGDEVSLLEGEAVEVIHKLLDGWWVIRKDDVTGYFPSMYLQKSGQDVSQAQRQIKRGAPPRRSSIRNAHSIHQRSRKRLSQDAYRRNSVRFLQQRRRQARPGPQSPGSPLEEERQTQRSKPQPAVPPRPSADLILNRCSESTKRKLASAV
EBV gp42 inh = EBV gp42 inhibition. Fluorescence polarization binding assay, mP read-out. inhibition, % (tested at 21.74 µM). 220,000 tested, 0.42% active. AID 1085; in the data active = inhibition above about 50%
Target sequence (Q1HVG2 whole entry, looked up): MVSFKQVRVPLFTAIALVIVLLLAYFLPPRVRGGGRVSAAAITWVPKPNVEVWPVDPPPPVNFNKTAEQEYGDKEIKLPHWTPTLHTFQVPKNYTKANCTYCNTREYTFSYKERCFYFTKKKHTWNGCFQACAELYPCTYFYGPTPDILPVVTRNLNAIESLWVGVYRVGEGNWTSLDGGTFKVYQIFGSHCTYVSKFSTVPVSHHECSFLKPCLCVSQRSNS
eIF4E 4G PPI = inhibitors of eIF4E and eIF4G interaction in translation initiation | P63073+Q04637 | TR-FRET eIF4E-eIF4GI(517-606) binding, 2 h | inhibition, % at 21.7 µM | 220,000 tested, 0.37% active | AID 782;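 also: 0% = full FRET control wells and 100% = background wells lacking eIF4GI fragment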
An asterisk follows results filed as active; [ ] = remark or other dose.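 The calls were made as follows, unless noted: active = inhibition above about 30% (limit read from the data); inactive = the rest.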 Rows were taken by chance, and some 4.7% of all compounds hit somewhere here.

Cc1ccc(C(=O)CSc2nnc(N)s2)c(C)c1 was read as KCC2 mod 0.096, 14-3-3 Bad inh -11, thrombin 1536 7, hK5 inh -1, Rad51 HR inh 21, Furin inhibitor -9, NCF1 inh 0, EBV gp42 inh -10 and eIF4E 4G PPI -3.
COc1cc(-c2noc(-c3ccco3)n2)cc(OC)c1OC was read as KCC2 mod -0.53, 14-3-3 Bad inh 11, thrombin 1536 2, hK5 inh -23, Rad51 HR inh -9, Furin inhibitor -27, NCF1 inh 1, EBV gp42 inh -12 and eIF4E 4G PPI 0.
COc1ccc(CC2(CO)CCN(Cc3cnn(-c4ccc(F)cc4)c3)CC2)cc1 was read as KCC2 mod -0.44, 14-3-3 Bad inh -3, thrombin 1536 -2, hK5 inh 5, Rad51 HR inh 8, Furin inhibitor -20, NCF1 inh -4, EBV gp42 inh -1 and eIF4E 4G PPI -3.
CC1CCCN(C(=O)CSc2nc3ncccc3[nH]2)C1 (centres undefined) was read as KCC2 mod 0.49, 14-3-3 Bad inh 13, thrombin 1536 0, hK5 inh -11, Rad51 HR inh -1, Furin inhibitor -4, NCF1 inh -7, EBV gp42 inh -8 and eIF4E 4G PPI 1.
CCOC(=O)c1cc(C(=O)c2ccccc2O)cn2c(=O)c3c(C)c(C)sc3nc12 was read as KCC2 mod 0.73, 14-3-3 Bad inh -4, thrombin 1536 1, hK5 inh 0, Rad51 HR inh -140, Furin inhibitor -22, NCF1 inh -17, EBV gp42 inh 1 and eIF4E 4G PPI -2.
`CCCn1c(SCc2ccccn2)nc2c1c(=O)n(C)c(=O)n2C` gave KCC2 mod 0.96, 14-3-3 Bad inh -22[fluorescence artefact?], thrombin 1536 7, hK5 inh 0, Rad51 HR inh 4, Furin inhibitor -26, NCF1 inh -16, EBV gp42 inh -9 and eIF4E 4G PPI -3.
CCN(CC)S(=O)(=O)c1cccc(C(=O)N[C@H](C(=O)OCC(=O)Nc2ccccc2)C(C)C)c1 was read as 14-3-3 Bad inh 3, thrombin 1536 -2, hK5 inh -1, Rad51 HR inh -2, Furin inhibitor -8[20 µM], NCF1 inh 1, EBV gp42 inh -1 and eIF4E 4G PPI -2.
Cc1ccc(S(=O)(=O)NC(N)=NCCc2ccc(Cl)cc2)cc1C was read as KCC2 mod -0.95, 14-3-3 Bad inh -15[fluorescence artefact?], thrombin 1536 -2, hK5 inh -17, Rad51 HR inh 9, Furin inhibitor -12, NCF1 inh -6, EBV gp42 inh -4 and eIF4E 4G PPI 0.
CCOc1ccc(N2CC(C(=O)Nc3ccc4c(c3)OCO4)CC2=O)cc1 (centres undefined) was read as KCC2 mod 0.9, 14-3-3 Bad inh 3, thrombin 1536 -25, hK5 inh -5, Rad51 HR inh 3, Furin inhibitor -24, NCF1 inh -2, EBV gp42 inh -1 and eIF4E 4G PPI -1.
Brc1ccc2ncnc(Nc3ccc(N4CCOCC4)cc3)c2c1 was read as 14-3-3 Bad inh -7, thrombin 1536 0, hK5 inh -18, Rad51 HR inh 4, Furin inhibitor -22[20 µM], NCF1 inh -15, EBV gp42 inh 3 and eIF4E 4G PPI 11.
For O=C1C2C3c4ccccc4C(c4ccccc43)C2c2nc3ccccc3n21 (centres undefined) the results were KCC2 mod -1.4, 14-3-3 Bad inh -3, thrombin 1536 26, hK5 inh 26, Rad51 HR inh -2, Furin inhibitor -13[20 µM], NCF1 inh 2, EBV gp42 inh -3 and eIF4E 4G PPI 0.
N#Cc1ccc(OCCN2C(=O)NC3(CCSC3)C2=O)cc1 (centres undefined) was read as 14-3-3 Bad inh 13[fluorescence artefact?], thrombin 1536 4, hK5 inh -12, Rad51 HR inh 0, Furin inhibitor -22, NCF1 inh -17, EBV gp42 inh 7 and eIF4E 4G PPI 1.
`CCNC(=S)Nc1ccc(N2CCCCC2)cc1` gave KCC2 mod 0.12, 14-3-3 Bad inh -5, thrombin 1536 2, hK5 inh 1, Rad51 HR inh -5, Furin inhibitor -23, NCF1 inh -6, EBV gp42 inh -23 and eIF4E 4G PPI 3.
Screening COc1ccc(NC(=S)N(CCC(C)C)C(C)c2ccncc2)cc1 (centres undefined) returned KCC2 mod 1.3, 14-3-3 Bad inh 0, thrombin 1536 -8, hK5 inh -1, Rad51 HR inh 11, Furin inhibitor -1, NCF1 inh -8, EBV gp42 inh -9 and eIF4E 4G PPI 4.
CCOC(=O)C1(C)NC(c2ccccc2F)C2C(=O)N(CC)C(=O)C21 (centres undefined) was read as KCC2 mod 0.61, 14-3-3 Bad inh -2, thrombin 1536 -12, hK5 inh -7, Rad51 HR inh 6, Furin inhibitor -23, NCF1 inh -4, EBV gp42 inh -8 and eIF4E 4G PPI 1.
COc1ccc(S(=O)(=O)N2CCC(C(=O)N3CCc4ccccc4C3)CC2)cc1Cl was read as KCC2 mod -3.1, 14-3-3 Bad inh -1, thrombin 1536 -7, hK5 inh 8, Rad51 HR inh 0, Furin inhibitor -16[20 µM], NCF1 inh -1, EBV gp42 inh 14 and eIF4E 4G PPI -2.
`CC1CCN(C(=O)CN2C(=O)c3ccccc3S2(=O)=O)CC1` gave 14-3-3 Bad inh 6, thrombin 1536 -1, hK5 inh 3, Rad51 HR inh 2, Furin inhibitor -26, NCF1 inh -13, EBV gp42 inh 1 and eIF4E 4G PPI 3[fluorescence artefact?].
For CC1CCN(S(=O)(=O)c2ccc3ccccc3c2)CC1 the results were 14-3-3 Bad inh -2[fluorescence artefact?], thrombin 1536 -3, hK5 inh -2, Rad51 HR inh -9, Furin inhibitor -18[20 µM], NCF1 inh -3, EBV gp42 inh 3 and eIF4E 4G PPI 3.
`COc1ccc(-c2oc3cc(O)c(OC)c(O)c3c(=O)c2OC)cc1` gave KCC2 mod -0.7, 14-3-3 Bad inh -1, thrombin 1536 4, hK5 inh 4, Rad51 HR inh -4, Furin inhibitor -25, NCF1 inh -12, EBV gp42 inh -21 and eIF4E 4G PPI -20.
`CC(C)(C)NC(=O)NCCc1ccccc1` gave KCC2 mod -0.13, 14-3-3 Bad inh 2, thrombin 1536 -3, hK5 inh -3, Rad51 HR inh 2, Furin inhibitor -20, NCF1 inh 2, EBV gp42 inh -11 and eIF4E 4G PPI 1.
For COc1ccc(N(CC(=O)NC2CCCCCC2)S(=O)(=O)c2c(C)nn(C)c2C)cc1 the results were 14-3-3 Bad inh 2, thrombin 1536 -6, hK5 inh 12, Rad51 HR inh 4, Furin inhibitor -6, NCF1 inh -7, EBV gp42 inh -8 and eIF4E 4G PPI -1.
CCNC(=S)NNC(=O)c1cc(Br)cs1 was read as KCC2 mod -0.39, 14-3-3 Bad inh -15[fluorescence artefact?], thrombin 1536 -2, hK5 inh -14, Rad51 HR inh -22, Furin inhibitor -23, NCF1 inh -11, EBV gp42 inh -14 and eIF4E 4G PPI 3.
For CCCN1C2CCCC1CC(NC(=S)NCCCOCC)C2 (centres undefined) the results were KCC2 mod -0.18, 14-3-3 Bad inh -17, thrombin 1536 -4, hK5 inh 0, Rad51 HR inh -2, Furin inhibitor -21, NCF1 inh -4, EBV gp42 inh -19 and eIF4E 4G PPI 4.
Screening S=c1[nH]nc(-c2ccc3ccccc3n2)n1-c1ccccc1Cl returned KCC2 mod 6*, 14-3-3 Bad inh -3, thrombin 1536 -8, hK5 inh -8, Rad51 HR inh -4, Furin inhibitor -19, NCF1 inh -23, EBV gp42 inh -13 and eIF4E 4G PPI -7[fluorescence artefact?].
Screening c1cc2c(cc1C1CCCN1)OCCCO2 (centres undefined) returned KCC2 mod -0.27, 14-3-3 Bad inh -8, thrombin 1536 -5, hK5 inh -7, Rad51 HR inh 3, Furin inhibitor 16[20 µM], NCF1 inh -5, EBV gp42 inh -17 and eIF4E 4G PPI -5.
Screening O=C(CSc1cn(CCNC(=O)c2ccc3ccccc3c2)c2ccccc12)NCc1ccco1 returned KCC2 mod 0.77, 14-3-3 Bad inh 5, thrombin 1536 -2, hK5 inh 4, Rad51 HR inh 1, Furin inhibitor -17, NCF1 inh -20, EBV gp42 inh -4 and eIF4E 4G PPI -8.
Screening CC(C)NC(=O)CC(=O)N/N=C/c1ccccc1F returned KCC2 mod -0.097, 14-3-3 Bad inh 1, thrombin 1536 -3, hK5 inh -22, Rad51 HR inh -10, Furin inhibitor -4[20 µM], NCF1 inh 1, EBV gp42 inh 5 and eIF4E 4G PPI -5.
`c1ccc(-c2csc3ncnc(-n4cnc5ccccc54)c23)cc1` gave KCC2 mod -1.2, 14-3-3 Bad inh -13, thrombin 1536 3, hK5 inh -11, Furin inhibitor -23[20 µM], NCF1 inh -1, EBV gp42 inh -6 and eIF4E 4G PPI -1.
For COC(=O)c1ccc(CSc2nc3ccccc3c(=O)n2-c2ccc(OC)c(OC)c2)o1 the results were KCC2 mod -0.55, 14-3-3 Bad inh 4[fluorescence artefact?], thrombin 1536 -3, hK5 inh -5, Rad51 HR inh -5, Furin inhibitor -4, NCF1 inh -14, EBV gp42 inh -25 and eIF4E 4G PPI 0.
Screening CCC(C)NC(=O)CNC(=S)N(Cc1ccc(F)cc1)C1CCCCC1 (centres undefined) returned KCC2 mod 0.026, 14-3-3 Bad inh -10, thrombin 1536 -8, hK5 inh -5, Rad51 HR inh 11, Furin inhibitor -23, NCF1 inh 2, EBV gp42 inh -3 and eIF4E 4G PPI -1.
`O=C(NCCCn1ccnc1)Nc1ccc(Cl)c(Cl)c1` gave KCC2 mod 1.5, 14-3-3 Bad inh -9, thrombin 1536 7, hK5 inh -16, Rad51 HR inh -2, Furin inhibitor -12, NCF1 inh -12, EBV gp42 inh -12 and eIF4E 4G PPI -5.
`CCC(C)(C)n1nnnc1C(c1ccc2ncccc2c1)N1CCCC(C)C1` (centres undefined) gave KCC2 mod -1.6, 14-3-3 Bad inh -4, thrombin 1536 1, hK5 inh 1, Rad51 HR inh 0, Furin inhibitor -17[20 µM], NCF1 inh -3, EBV gp42 inh -8 and eIF4E 4G PPI 2.

Not a retest: 4 of the compounds above.
For COC(=O)c1ccc(CSc2nc3ccccc3c(=O)n2-c2ccc(OC)c(OC)c2)o1 the results were KCC2 mod -0.55, 14-3-3 Bad inh 4[fluorescence artefact?], thrombin 1536 -3, hK5 inh -5, Rad51 HR inh -5, Furin inhibitor -4, NCF1 inh -14, EBV gp42 inh -25 and eIF4E 4G PPI 0.
Screening CCC(C)NC(=O)CNC(=S)N(Cc1ccc(F)cc1)C1CCCCC1 (centres undefined) returned KCC2 mod 0.026, 14-3-3 Bad inh -10, thrombin 1536 -8, hK5 inh -5, Rad51 HR inh 11, Furin inhibitor -23, NCF1 inh 2, EBV gp42 inh -3 and eIF4E 4G PPI -1.
`O=C(NCCCn1ccnc1)Nc1ccc(Cl)c(Cl)c1` gave KCC2 mod 1.5, 14-3-3 Bad inh -9, thrombin 1536 7, hK5 inh -16, Rad51 HR inh -2, Furin inhibitor -12, NCF1 inh -12, EBV gp42 inh -12 and eIF4E 4G PPI -5.
`CCC(C)(C)n1nnnc1C(c1ccc2ncccc2c1)N1CCCC(C)C1` (centres undefined) gave KCC2 mod -1.6, 14-3-3 Bad inh -4, thrombin 1536 1, hK5 inh 1, Rad51 HR inh 0, Furin inhibitor -17[20 µM], NCF1 inh -3, EBV gp42 inh -8 and eIF4E 4G PPI 2.

Screens deposited in PubChem by several laboratories.
